Imprint erasure = genomic imprint erasure induction; mouse ES Peg3-LacZ reporter, beta-gal luminescence, 40 h; Potency, µM (titrated, usually from 60.7 µM), for the others: at the top dose activity change, positive = activation, most hits filed as activators; hit rate 0.02% among 110,000;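 note: 0% = negative control wells on the plate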
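Readout: BetaGlo luminescence (5 min, room temp) for LacZ from the normally silent maternal Peg3 allele in female Peg3LacZ-Neo ES cells. Cells 300/well, 40 h, 37C, 5% CO2. Data normalized per plate to negative controls.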
p53ts 39C kill = cytotoxicity in p53ts cells at nonpermissive temperature | hit rate 1.5% among 130,000 | Potency, µM (series often up to 46.1 µM), inactives show at the top dose activity change, negative = cell killing, usual class: cytotoxic | H1299-p53A138V viability at 39C, ATP luminescence, 24 h; note: nearly all actives have a fitted effect of over 55% in size
p53ts 32C tox = kills p53ts cells at the permissive temperature; Potency, µM (top dose mostly 46.1 µM), inactives show at the top dose activity change, negative = cytotoxicity, most hits filed as cytotoxic; AID 924; hit rate 0.93% among 130,000; H1299-p53A138V at 32C, ATP luminescence viability, 24 h;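 note: 0% = DMSO and -100% = full killing by reference compound; nearly all actives have a fitted effect of over 55% in size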
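H1299-p53 A138V cells (temperature-sensitive p53) exposed 24 h to up to 46 uM compound at 32C, where p53 is wild-type in conformation. Viability read as ATP luminescence and normalised to DMSO and 100 uM tamoxifen. AC50 fitted with the Hill equation.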
IkB signaling = IkB pathway inhibition in ABC-DLBCL cells; ABC-DLBCL IkBa-CBG/CBR dual luciferase ratio, 4 h; response scale: scaled: untreated 0%, proteasome inhibitor 100%; Potency, µM (series often up to 57.1 µM), without a hit: at the highest dose IkBa stabilization activation; hit rate 0.04% among 110,000; AID 445; active = well fitted curve in the direction sought with a large enough effect in the signal ratio, not every such curve was filed as active; inconclusive = small, poorly fitted or top-dose-only effect, or a change in a side signal; the % refers to the signal ratio;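 note: the direction sought is a rising ratio; 0% = basal untreated cells and 100% = reference inhibitor full response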
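Luminescence ratio of IκBα-fused green versus native red beetle luciferase in OCI-Ly3 cells, 4 h post-doxycycline with compound; red signal alone, scaled from basal (0%) to zero light (-100%), flagged nonspecific or cytotoxic effects.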
* marks the source's active call; other numbers are inactive results; ? = inconclusive; nt = not tested or not shown; [ ] = another dose, or the depositor's remark. Unless noted, calls come from the whole dose curve; as a rule, active = well fitted curve in the direction sought with a large enough effect; inconclusive = small, poorly fitted or top-dose-only effect, or another doubt; inactive = no such curve, though single readings can be large; an effect the other way counts as inactive or inconclusive. Unless noted, % is set by controls: 0 for no effect and ±100 for the full control effect; potency is the fitted concentration of half-maximal effect.

molecule | Imprint erasure | p53ts 39C kill | p53ts 32C tox | IkB signaling
COc1cccc(CNC(=O)C(CCSC)NS(=O)(=O)c2ccc3c(c2)oc(=O)n3C)c1 (stereo not drawn) | -4% | -4% | -10% | -0.6%
COc1ccc(-c2[nH]c(-c3ccc(F)cc3)nc2SCC(=O)Nc2ccc(OC)c(OC)c2)cc1 | -11%[10.9 µM] | -7% | 2% | 9.1%
CCOC(=O)c1cn(CC(=O)Nc2ccc(CC)cc2)nn1 | 19% | -2% | 9% | 0.9%
COc1cccc(-c2ccc3ncnc(NCCc4c[nH]c5ccc(OC)cc45)c3c2)c1 | -21% | ? | 1% | -7.2%[11.4 µM]
CC12CCC(C(=O)N3CCCCC3)(CC1=O)C2(C)C (stereo not drawn) | -1% | 6% | 1% | -2.8%
O=C(NCc1cccc(F)c1)C1CCN(S(=O)(=O)Cc2ccccc2)CC1 | nt | 18% | -3% | -0.2%
O=C(Nc1sc2c(c1C(=O)O)CCCCC2)c1ccco1 | -94%[inhibitor] | 13µM* | 13µM* | ?
CCOC(=O)C1=C(C)C(c2ccc(OC)cc2OC)NC(=O)N1 (stereo not drawn) | ? | -6% | -3% | -1.6%
Cc1ccc(CCNC(=O)c2cc3c(=O)n(C)c4ccccc4c3n2C)cc1 | -12%[10.9 µM] | -19% | -9% | 1.0%
COc1ccc(OC)c(-n2nnnc2SCC(=O)Nc2ccc3c(c2)OCCO3)c1 | -10% | -3% | 3% | -0.7%

Laid out differently: 4 of the compounds above.
COc1ccc(-c2[nH]c(-c3ccc(F)cc3)nc2SCC(=O)Nc2ccc(OC)c(OC)c2)cc1
  Imprint erasure = -11%[10.9 µM]	p53ts 39C kill = -7%	p53ts 32C tox = 2%	IkB signaling = 9.1%
CCOC(=O)c1cn(CC(=O)Nc2ccc(CC)cc2)nn1
  Imprint erasure = 19%	p53ts 39C kill = -2%	p53ts 32C tox = 9%	IkB signaling = 0.9%
COc1cccc(-c2ccc3ncnc(NCCc4c[nH]c5ccc(OC)cc45)c3c2)c1
  Imprint erasure = -21%	p53ts 39C kill = ?	p53ts 32C tox = 1%	IkB signaling = -7.2%[11.4 µM]
CC12CCC(C(=O)N3CCCCC3)(CC1=O)C2(C)C (stereo not drawn)
  Imprint erasure = -1%	p53ts 39C kill = 6%	p53ts 32C tox = 1%	IkB signaling = -2.8%

(further entries)
molecule | Imprint erasure | p53ts 39C kill | p53ts 32C tox | IkB signaling
CN1C(=O)CCC1(O)c1ccccc1 (stereo not drawn) | 0% | 0% | -10% | -0.9%
CC(C)c1cc(NC(=O)C(C)(C)C)cc(C(C)C)c1O | -3% | 4% | 10% | -0.9%
CCOC(=O)Cc1csc(NS(=O)(=O)Cc2ccccc2)n1 | -8% | 14% | -2% | -1.4%
COc1cc(Cl)c(C)cc1NC(=O)CCc1nc2cccnc2n1Cc1cccs1 | -18%[10.9 µM] | -6% | -5% | 3.1%
O=C1C2C3C=CC(C3)C2C(=O)N1CCC(=O)N1CCc2ccccc21 (stereo not drawn) | nt | 8% | 18% | nt
Cc1nc(-c2ccccc2)cc(=O)[nH]1 | -7% | -5% | 15% | -0.1%
O=C(CS(=O)(=O)c1nc(-c2ccc(Cl)cc2)cn1-c1ccccc1)Nc1cccc(Cl)c1 | -6%[10.9 µM] | -18% | -14% | ?
CC1CN(CC(=O)N2CCc3[nH]c4ccccc4c3C2)CC(C)O1 (stereo not drawn) | -27% | 7% | 5% | 0.2%
CCc1ccc(S(=O)(=O)c2cn(Cc3ccc(OC)cc3)c3cc(OC)c(OC)cc3c2=O)cc1 | -5%[10.9 µM] | 5% | 5% | ?
COc1ccc(C)cc1NC(=O)CCn1nc(C)cc1C | -14%[10.9 µM] | -1% | 3% | -0.4%
O=C(Oc1ccc(-c2nnco2)cc1)N(c1ccccc1)c1ccccc1 | -10% | 10% | 7% | 1.7%
CCCCCCC1=Cc2cc(OC)c(OC)cc2C(C(C(C)=O)C(=O)OCC)O1 (stereo not drawn) | nt | 2%[9.22 µM] | 2%[9.22 µM] | nt
Cc1ccc(-c2nnn(CC(=O)N(CC(=O)NC3CCCC3)c3cnc4ccccc4c3)n2)o1 | -10% | 14% | 0% | -0.1%
C/C(=C(\C#N)C(=O)NCCCN1CCOCC1)N(C)C | -6% | 5% | 0% | 2.8%
COc1ccc(NC(=O)c2cc3c(=O)n(Cc4cccnc4)ccc3nc2C)cc1OC | -12%[10.9 µM] | 20% | 13% | -2.4%
Cc1c(Br)cc(C(=O)N2CCCC2)c(C)c1C | -10% | 7% | 5% | 1.2%
CN[C@@H](CC(C)C)C(=O)N[C@@H]1C(=O)N[C@H](CC(N)=O)C(=O)N[C@@H]2C(=O)N[C@H]3C(=O)N[C@H](C(=O)N[C@H](C(=O)O)c4cc(O)cc(O)c4-c4cc3ccc4O)[C@H](O)c3ccc(c(Cl)c3)Oc3cc2cc(c3O[C@H]2O[C@@H](CO)[C@@H](O)[C@@H](O)[C@@H]2O[C@@H]2C[C@](C)(N)[C@H](O)[C@H](C)O2)Oc2ccc(cc2Cl)[C@@H]1O | -3%[16.8 µM] | 7%[20.6 µM] | 4%[20.6 µM] | 2.1%[25.6 µM]
CCOc1ccccc1NC(=O)Cn1nnc(C(=O)Nc2ccc(C)c(C)c2)c1N | -11%[10.9 µM] | -17% | 0% | -0.8%
Cc1ccc(S(=O)(=O)C(CNS(=O)(=O)c2ccc(F)c(C(F)(F)F)c2)c2ccco2)cc1 (stereo not drawn) | 18%[10.9 µM] | 9% | -7% | ?
CCc1ccc(OCC(=O)Nc2ccc3c(c2)c2ccccc2n3CC)c(Br)c1 | -12%[10.9 µM] | 13µM* | -12% | -6.9%
Cc1c(C(=O)N2CCCC2)oc2c1-c1nn(CC(=O)NCc3cccc(F)c3)cc1CC2 | -16%[10.9 µM] | -6% | 2% | ?
CS(=O)(=O)c1cccc(C(=O)Oc2ccccc2)c1 | -5% | -5% | 1% | 0.4%
O=C(c1cccc(Cl)c1Cl)N1CCN(c2ccccn2)CC1 | -12% | 14% | 7% | 3.6%
COc1cccc(N2CCN(C(=O)C3CCN(S(=O)(=O)c4cn(C)cn4)CC3)CC2)c1 | -11%[10.9 µM] | 18% | -1% | -0.4%
COCCn1nnnc1CN1CCC(NC(=O)c2ccc(Br)cc2)CC1 | -2% | -7% | -4% | -0.7%
CC(=O)C1=C(O)C(=O)N(CC(=O)O)C1c1ccccc1Cl (stereo not drawn) | -1% | -2% | 1% | -1.2%
COc1ccc(NC(=O)C2CCN(S(=O)(=O)c3cn(C)cn3)CC2)cc1Cl | 3%[10.9 µM] | 0% | 3% | 1.0%
CCCCn1c(SCc2cc(=O)n3ccsc3n2)nc2cc(C(=O)OC)ccc2c1=O | 8% | -7% | 6% | -0.8%
CCN1CCN(C(c2cccs2)C(C)NC(=O)c2cccnc2)CC1 (stereo not drawn) | 2% | 6% | 0% | 2.8%
CCOC(=O)c1ccc(N2CCN(c3ccccc3OC)CC2)c(NC(=O)Nc2ccc(CC)cc2)c1 | -16%[10.9 µM] | 37%[activator] | -12% | -1.3%
CSc1oc(-c2cccs2)nc1S(=O)(=O)c1ccc(Br)cc1 | -8%[10.9 µM] | 18% | 14% | -0.5%
CCOC(=O)C1(C)NC(c2ccc(OC)c(OC)c2)C2C(=O)N(CC)C(=O)C21 (stereo not drawn) | -1% | 4% | 6% | -0.1%
Cn1c(=O)c2c(nc(CN3CCOCC3)n2CCc2ccccc2)n(C)c1=O | 3% | -2% | 9% | -0.9%
Cc1ccc(-n2c(=O)c3c(C)c(C(=O)N(C)C)sc3n(CC(=O)C(C)(C)C)c2=O)cc1C | -10%[10.9 µM] | -5% | -8% | -5.0%
CCCC(=O)OC(=O)CCC | -4% | 12% | 4%[1.84 µM] | -0.3%
COc1ccc(CCNC(=O)c2ccc3c(c2)N(Cc2cccc(Cl)c2)C(=O)CS3)cc1OC | -13%[10.9 µM] | -12% | 3% | ?
CC1=C(C(=O)Nc2ccccc2)C(c2ccco2)n2ncnc2N1 (stereo not drawn) | -6% | 12% | 2% | 0.6%
Cc1ccc2c(=O)cc(C(=O)Nc3ccc(S(=O)(=O)Nc4nc(C)cc(C)n4)cc3)oc2c1 | 6%[10.9 µM] | 12% | 17% | 1.4%
Cc1ccc2c(c1)-c1c(c(C(=O)N3CCN(c4cc(C)ccc4C)CC3)nn1C)CS2 | -5%[10.9 µM] | 2% | 2% | -3.4%
Cc1noc(/C=C/N(C)C)c1S(=O)(=O)NC1CCCCC1 | -11% | -29% | 3% | 3.1%
O=C(c1cnn2c(C(F)(F)F)cc(-c3ccc4c(c3)OCO4)nc12)N1CCCC1 | -7% | -5% | 3% | -0.6%
Oc1ccccc1/C=N/c1c(-c2ccco2)nc2ccccn12 | -9% | -15% | 5% | 1.4%
COC(=O)[C@@]1(Cc2ccc(OC)cc2)[C@H]2c3cc(C(=O)N4CCCC4)n(Cc4ccsc4Br)c3C[C@H]2CN1C(=O)c1ccccc1 | -19% | 16% | 28% | nt
CCOc1ccc(-c2nnc(SCC(=O)NCc3ccc(Cl)cc3)o2)cc1 | -10%[10.9 µM] | 0% | -9% | 0.8%
Cc1cc(C(=O)CSc2nnc(-c3ccccc3F)o2)c(C)n1Cc1cccs1 | -14% | -10% | -2% | ?
CCOc1ccc(NC(=O)CCNS(=O)(=O)c2ccc3c(c2)oc(=O)n3C)cc1 | -9%[10.9 µM] | 1% | 1% | 0.7%
CC(C)Cc1nnc(NC(=O)CSc2nc(=O)cc(N)n2-c2ccccc2)s1 | 7% | 22% | 0% | ?
COc1ccc(N2CC(C(=O)NCCC3=CCCCC3)CC2=O)cc1 (stereo not drawn) | -1% | -10% | 11% | 0.4%
Cc1cc(=O)n2nc(N3CCCC3C(=O)NCCCN3CCCCC3)sc2n1 (stereo not drawn) | 5% | 0% | -2% | 0.4%
CCN1CCN(C(=O)c2cc3cc4cc(OC)ccc4nc3s2)CC1 | -26% | -5% | -11% | 0.4%

Next section.
molecule | Imprint erasure | p53ts 39C kill | p53ts 32C tox | IkB signaling
O=C(Cn1cnc2c(nnn2-c2ccccc2)c1=O)N1CCOCC1 | -26% | -8% | -12% | 0.2%
CCOC(=O)c1cc(OC(=O)c2cccc(Cl)c2)n(-c2ccccc2)n1 | -16%[10.9 µM] | 36%[activator] | -6% | 2.8%
CCOc1ccc(Cn2nnc(C(=O)Nc3ccc(OC)cc3OC)c2N)cc1 | -8% | 6% | 12% | 2.5%
COc1ccc(Br)cc1CNC(=O)CSc1n[nH]c(-c2ccccc2)n1 | -8%[10.9 µM] | 0% | 7% | ?
O=S(=O)(c1ccccc1)c1nc(-c2ccco2)oc1NCCCN1CCOCC1 | -24% | 14% | 5% | -2.6%
Cc1ccc(-c2cc(C(F)F)n3ncc(C(=O)N4CCN(c5ccccn5)CC4)c3n2)cc1 | -29% | 18% | 5% | ?
COc1ccc(S(=O)(=O)NC(CC(=O)NCC2CCCO2)c2ccco2)cc1 (stereo not drawn) | 14% | 6% | -16% | 0.3%
CCN(CCO)c1ccc(-n2c(N)c(C(=O)OC)c3nc4ccccc4nc32)cc1 | -14% | -1% | 5% | 0.4%
Cc1ccc(C2CC(c3ccco3)n3ncnc3N2)cc1 (stereo not drawn) | -5% | -21% | 7% | -0.5%
COC(=O)C1=C(CSCc2ccco2)NC(=O)NC1c1cc(C)ccc1C (stereo not drawn) | -15% | 9% | 11% | ?
COC(=O)c1ccccc1NC(=O)C1(c2cccs2)CCOCC1 | 11%[10.9 µM] | -8% | 3% | -0.4%
CCOCCCn1c(=N)c(C(=O)NC2CCCCC2)cc2c(=O)n3ccccc3nc21 | -13%[10.9 µM] | 8% | -11% | -0.6%
COc1ccc(NC(=O)CCCn2nc(C)c3sc4ccccc4c3c2=O)cc1 | 2%[10.9 µM] | 22% | -2% | ?
Cc1cc(C)cc(C(=O)n2cnnc2N)c1 | -53%[inhibitor] | 4% | 4% | -0.5%
COc1cccc(-c2nc(CS(=O)CC(=O)NC3CC3)c(C)o2)c1 (stereo not drawn) | -16% | -6% | -5% | 0.4%

High-throughput results as filed in PubChem BioAssay.
